NR2E3 ag-1: NR2E3 (human) agonism; Q9Y5X4; GST-NR2E3/biotin-RetCOR TR-FRET, 1536-well; inhibition of corepressor binding, % at 4.78 µM; 320,000 compounds, 0.12% hits; AID 2300;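 active means percent inhibition above the cutoff of mean plus 3 SD of all tested compounds, set per screening campaign, cut at about 20% in these data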;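 further: 0% = DMSO wells and 100% = biotin wells as full block of FRET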
Target sequence (Q9Y5X4 whole entry, looked up): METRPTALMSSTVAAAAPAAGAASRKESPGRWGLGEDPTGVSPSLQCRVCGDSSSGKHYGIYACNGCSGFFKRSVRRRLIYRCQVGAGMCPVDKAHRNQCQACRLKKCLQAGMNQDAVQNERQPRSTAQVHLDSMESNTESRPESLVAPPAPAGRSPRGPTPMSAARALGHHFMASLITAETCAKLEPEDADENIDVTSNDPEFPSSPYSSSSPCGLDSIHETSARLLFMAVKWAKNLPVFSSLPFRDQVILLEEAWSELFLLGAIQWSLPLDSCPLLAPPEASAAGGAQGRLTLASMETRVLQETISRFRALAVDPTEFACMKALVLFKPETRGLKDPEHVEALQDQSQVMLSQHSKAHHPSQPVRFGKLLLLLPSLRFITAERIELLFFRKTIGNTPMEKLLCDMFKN
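system = GST-tagged NR2E3 plus biotinylated RetCOR corepressor | input = 1.35 nM GST-NR2E3 | also added = 7 nM biotin-RetCOR | schedule = 5 h incubation at 4 °C | measured by = TR-FRET with europium anti-GST and streptavidin-D2, 340 nm excitation | read-out = percent loss of FRET ratio relative to control wells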
HIF-2a inh: blocks HIF-2a reporter activity. 786-0 RCC cells HIF-2a reporter, luciferase luminescence, overnight. inhibition, % at 18.8 µM. 360,000 compounds, 0.72% hits;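 active means inhibition of the luminescence signal of 40% or more relative to plate controls, in a single-dose primary screen at 18.75 µM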
CaV13 ICDI inh: Primary screen for inhibitors of IQ motif and Ca2+-dependent inactivation inhibitor domain binding in CACNA1D, Förster resonance energy transfer in living cells, …. HEK cells, CFP/YFP FRET ICDI-IQ, plate reader, 10 min; percent FRET-ratio fall versus neutral wells. inhibition, % at 12.3 µM. 340,000 compounds, 0.098% hits;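 active means mean replicate inhibition of at least 30% and at least 1% of replicates passing that level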;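 further: 0% = median of the neutral control wells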
NR2E3 ag-2: activates human NR2E3 receptor | CHO-S Gal4-NCOR/VP16-NR2E3 two-hybrid, luciferase | 360,000 compounds, 0.35% hits | AID 602229 | inhibition of corepressor binding, % at 3.98 µM;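 active means inhibition above the mean of all tested compounds plus 3 SD, cut at about 70% in these data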;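 further: 0% = DMSO with NR2E3 transfected cells and 100% = cells lacking NR2E3 construct; higher means lower luciferase signal from less NR2E3 corepressor binding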
Peg3 promoter: reduces Peg3 promoter-driven luciferase expression in HeLa; HeLa PEG-Prom luciferase reporter, luminescence, overnight; inhibition, % at 20 µM; 360,000 compounds, 1.7% hits;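 active means inhibition of at least 50% at 20 µM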
PDI turbidity: blocks human protein disulfide isomerase activity; inhibition, % at 10 µM; PDI insulin aggregation turbidity, A650, 90 min; 350,000 compounds, 0.052% hits; P07237;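 active means mean inhibition across replicates of 30% or more, whatever share of single replicates reach that level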;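 further: absorbance from insulin aggregation driven by PDI reduction with DTT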
Target sequence (P07237 whole entry, looked up): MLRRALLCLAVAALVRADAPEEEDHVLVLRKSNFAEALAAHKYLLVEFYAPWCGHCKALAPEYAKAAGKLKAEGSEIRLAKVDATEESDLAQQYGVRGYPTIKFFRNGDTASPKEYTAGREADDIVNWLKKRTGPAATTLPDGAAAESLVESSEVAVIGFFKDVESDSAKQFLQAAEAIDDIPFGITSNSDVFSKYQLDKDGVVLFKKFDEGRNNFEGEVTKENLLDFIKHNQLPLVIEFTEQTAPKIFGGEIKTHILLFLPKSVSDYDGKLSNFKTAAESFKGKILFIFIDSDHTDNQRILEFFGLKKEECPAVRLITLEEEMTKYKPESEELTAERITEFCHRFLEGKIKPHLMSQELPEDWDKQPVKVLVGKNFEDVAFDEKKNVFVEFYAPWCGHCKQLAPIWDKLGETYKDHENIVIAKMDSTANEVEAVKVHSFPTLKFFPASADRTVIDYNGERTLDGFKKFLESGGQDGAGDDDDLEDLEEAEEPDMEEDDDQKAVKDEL
Vif inh: blocks HIV Vif function; HEK293T cells, Vif self-association by quenched fluorescence, imaging, 24 h; inhibition, % at 7.49 µM; 340,000 compounds, 0.35% hits; AID 602346; in the data active means inhibition above about 50%, passing the limit was not always enough; further: some results filed as inactive read as strong as hits
KKLEB cytotox: CF airway cell cytotoxicity counter-screen | KKLEB CF airway cells viability, ATPlite luminescence, overnight; stronger effect = lower value; cells stimulated with P. aeruginosa culture filtrate | activity change (cytotoxicity), % at 5 µM | 360,000 compounds, 0.36% hits | AID 602141;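 active means corrected activity change at or below -50% at 5 µM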
CF NFkB block: blocks PAF-induced NF-kB reporter in cystic fibrosis cells; KKLEB NF-kB-GFP reporter, GFP fluorescence overnight; inhibition, % at 5 µM; 360,000 compounds, 0.86% hits;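 active means at least 50% inhibition at 5 µM, scaled per plate between neutral and stimulator controls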;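 further: PAF is a Pseudomonas aeruginosa culture filtrate used as stimulus; plate controls were PAF-stimulated DMSO wells for no effect and unstimulated DMSO wells for full effect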
Shn3 3UTR inh: inhibitors of Schnurri-3 3'UTR reporter in osteoblasts; AID 588674; Clone20 osteoblast Shn3 3'UTR firefly luciferase, 24 h; inhibition, % at 12.5 µM; 360,000 compounds, 0.52% hits;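 active means mean inhibition of at least 75% with every replicate also reaching 75%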;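 further: 0% = median of neutral control wells and 100% = pilot-screen positive control compound; some compounds past the cut are filed as inactive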
TRPM1 prom inh: reduces MITF-dependent TRPM1 promoter luciferase signal; SK-MEL-5 TRPM1 promoter luciferase, 24 h; 330,000 compounds, 0.83% hits; inhibition, % at 12.5 µM;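 active means mean inhibition across replicates of 60% or more, whatever share of single replicates reaches that level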; further: values of inactives mirror those of a sister screen read the other way
Active calls of the source: *; · = not tested or not shown.

SMILES	NR2E3 ag-1	HIF-2a inh	CaV13 ICDI inh	NR2E3 ag-2	Peg3 promoter	PDI turbidity	Vif inh	KKLEB cytotox	CF NFkB block	Shn3 3UTR inh	TRPM1 prom inh
O=C(COc1ccccc1Cl)Nc1nc(-c2ccncc2)cs1	·	-27	-8	-7	-11	1	6	-16	1	4	-7
CC(C)C(NC(=O)c1ccc(F)cc1)C(=O)NCC1CCCO1 (configuration not stated)	1	24	-11	-15	3	-6	·	7	4	-7	-8
c1coc(CNc2ncnc3nc[nH]c23)c1	-1	-7	-6	-5	1	-3	16	2	16	-20	1
O=C(CN1CCCc2ccccc21)N/N=C/c1ccc(O)cc1O	0	-65	-5	-36	3	-20	6	9	-27	77	4
COc1ccccc1/C=N/NC(=O)CNC(=O)c1ccccc1	2	3	-2	8	14	-9	9	0	7	-19	-13
COc1ccc(C(O)c2ncc(-c3ccccc3F)[nH]2)cc1 (configuration not stated)	·	-79	-7	-28	-30	-1	·	-15	23	-10	·
COc1ccc2nc(N3CCN(C(=O)c4ccc5ncsc5c4)CC3)sc2c1	1	-3	-5	-26	4	-3	-25	0	18	11	12
Cc1nn(CC2CC2)c(=O)n1-c1ccccc1	-2	16	-3	-7	25	-2	34	8	1	-17	3
CN1CCN(NC(=O)c2cc(S(=O)(=O)N3CCOCC3)c(Cl)cc2Cl)CC1	1	10	-14	-4	4	-7	-10	-6	8	2	0
O=C1C(Cl)=C(NCC2CCCO2)C(=O)N1c1ccccc1 (configuration not stated)	1	5	-5	-4	7	-3	2	8	-28	-10	0
Cc1cc(=O)oc2c3c(cc(OCC(=O)NCC(=O)O)c12)OC(C)(C)CC3	0	19	-17	-17	5	13	9	-2	-7	-24	5
CCSc1nnc(N(CCC#N)CCC#N)s1	-2	14	·	3	16	1	-3	10	12	-5	10
Cc1nnc(NC(=O)CCSc2ccc(Cl)cc2)s1	4	10	-5	-1	3	-5	-24	17	-4	-47	-68
O=C(C[C@H]1C/C=C\CC[C@@H](Cc2ccc(F)cc2)C(=O)O[C@@H](c2ccccc2)CNC1=O)N[C@H](CO)Cc1ccccc1	·	18	-11	10	3	-10	2	-7	-2	4	-1
O=C1CCCCCC1C1(O)C(=O)Nc2ccc(Br)cc21 (configuration not stated)	1	2	-4	8	7	3	4	5	3	7	13
OC1C2COC(O2)C2OC(c3ccccc3)OC12 (configuration not stated)	·	-9	·	13	-5	·	14	-6	6	9	·
CC(C)N(C(=O)CSc1nnc(NC(=O)c2cccs2)s1)C(C)C	4	7	-3	2	3	0	-3	6	15	-17	-3
CCOC(=O)c1sc(NC(=S)NC(=O)c2ccccc2)nc1C	-2	-270	-4	-112	-181	-1	-9	-2	10	-35	-20
COc1cccc(-c2cc3nc(NCc4ccccc4F)n(C)c(=O)c3s2)c1	·	-94	-5	-10	-60	-1	-5	0	14	14	·
C=CCN(CC=C)C(=O)Nc1cc(OC)ccc1OC	·	5	-7	-5	-12	-2	10	2	-2	-18	2
COCCCN=CC1=C(O)CC(c2ccccc2)CC1=O (configuration not stated)	0	3	-5	-9	-9	2	-13	3	-6	-21	·
COc1cc(F)c(S(=O)(=O)N2CCOc3ccccc32)cc1OC	-4	22	-5	5	12	7	-11	-4	16	7	·
Cn1c(CSCc2ccc(F)cc2)nnc1SCC(=O)Nc1cccc(C(=O)O)c1	4	16	-4	-8	5	0	0	12	-18	4	-6
O=c1[nH]c(NCCO)nnc1Cc1ccc(Cl)cc1	0	12	-1	-19	8	0	-4	-11	12	21	6
CCc1nc2c(OCc3ccc(C(F)(F)F)cc3)cccn2c1N(C)C(=O)C(C)C	·	-88	-6	-24	-85	0	-7	-13	7	-1	·
Cc1ccccc1NC(=O)CN1C(=O)c2cccnc2Oc2ccc(Cl)cc21	-1	16	-14	-13	13	-5	2	6	4	3	11
CCN1CCN(Cc2ccc(NC(=O)c3ccc(C)c(NC(=O)c4ccnnc4)c3)cc2C(F)(F)F)CC1	0	21	-5	0	6	11	-6	-19	46	-16	-9
Cc1ccc2nc(NC(=O)CSCc3ccccc3)sc2c1	2	-100	-2	-51	-88	6	11	-1	18	-24	-26
CC12C(=O)N(Cc3ccco3)C(=O)C1C1c3ccccc3C2c2ccccc21 (configuration not stated)	-1	11	2	-6	11	-6	-4	1	-2	0	7
CC1CCCN(C(=O)COc2ccc(Nc3ccccc3)cc2)C1 (configuration not stated)	-2	-8	2	1	-3	-6	2	0	-27	5	5
C[C@@H]1CN([C@H](C)CO)C(=O)c2cccc(NC(=O)Nc3ccc(F)cc3)c2O[C@H]1CN(C)C(=O)Nc1ccc(C(F)(F)F)cc1	·	23	-7	14	34	1	-19	-4	2	9	19
CCCOC(=O)c1ccc(Oc2c(-c3ccc(O)cc3O)n[nH]c2C)cc1	5	15	-6	-13	39	3	-16	-5	-4	-11	8
O=C(NC1CCCCC1)NC1(C(=O)N2CCN3CCCC3C2)CCCCC1 (configuration not stated)	-3	8	-5	-7	-1	0	·	-2	1	0	4
Cc1ccccc1NC(=O)NNC(=O)c1ccc2ccccc2c1	·	5	-5	-2	0	5	12	3	9	-5	-4
Oc1ccc(N2CCN(C(c3ccccn3)c3nnnn3C3CCCC3)CC2)cc1 (configuration not stated)	1	17	-5	-15	8	11	2	6	-5	-8	0
O=C1NN(c2ccccc2)C(=O)/C1=C\c1ccccc1OCC(=O)N1CCOCC1	-2	6	-5	17	1	-2	8	2	-8	-6	4
CC(=O)C(C(C)=O)c1c(Cl)c(O)c(O)c2c(C(=O)c3ccccc3)coc12	3	16	-6	-36	35	-5	2	-26	34	89*	38
COc1ccccc1C(C)NC(=O)c1ccc(S(=O)(=O)NCc2ccco2)cc1 (configuration not stated)	·	3	3	-17	-7	12	5	-13	11	10	0
O=C(O)c1ccccc1NC(=O)C(Cc1ccccc1)N1C(=O)c2ccccc2C1=O (configuration not stated)	2	42*	-2	5	10	7	12	4	-7	-21	10
COc1ccc(N(C)S(=O)(=O)c2cccc(C(=O)N3CCN(Cc4ccc5c(c4)OCO5)CC3)c2)cc1	·	9	-6	13	10	6	-12	18	-1	22	16

Structures listed so far that contain a furan ring, fused or not (four):
SMILES	NR2E3 ag-1	HIF-2a inh	CaV13 ICDI inh	NR2E3 ag-2	Peg3 promoter	PDI turbidity	Vif inh	KKLEB cytotox	CF NFkB block	Shn3 3UTR inh	TRPM1 prom inh
c1coc(CNc2ncnc3nc[nH]c23)c1	-1	-7	-6	-5	1	-3	16	2	16	-20	1
CC12C(=O)N(Cc3ccco3)C(=O)C1C1c3ccccc3C2c2ccccc21 (configuration not stated)	-1	11	2	-6	11	-6	-4	1	-2	0	7
CC(=O)C(C(C)=O)c1c(Cl)c(O)c(O)c2c(C(=O)c3ccccc3)coc12	3	16	-6	-36	35	-5	2	-26	34	89*	38
COc1ccccc1C(C)NC(=O)c1ccc(S(=O)(=O)NCc2ccco2)cc1 (configuration not stated)	·	3	3	-17	-7	12	5	-13	11	10	0

Continued:
SMILES	NR2E3 ag-1	HIF-2a inh	CaV13 ICDI inh	NR2E3 ag-2	Peg3 promoter	PDI turbidity	Vif inh	KKLEB cytotox	CF NFkB block	Shn3 3UTR inh	TRPM1 prom inh
CN1CCN(C(=O)C2=C[C@@H](c3ccc4c(c3)OCO4)C[C@@H](OCc3ccc(CO)cc3)O2)CC1	-4	-15	-3	-2	-15	5	-6	9	3	-8	-2
O=[N+]([O-])c1ccc(CN2CCOCCOCCOCC2)cc1	0	5	-6	-12	1	1	5	7	-18	26	-4
CC1CC(C)(C)CC2(C1)NC(=O)N(CC(=O)Nc1ccc3c(c1)OCO3)C2=O (configuration not stated)	·	-16	-6	0	-7	1	-2	11	-5	-12	·
COc1ccc(COCC(O)CN2CCC(C(N)=O)CC2)cc1 (configuration not stated)	-3	7	-2	14	3	-9	4	17	-6	2	-2
O=C(NC1CC1)c1ccc(S(=O)(=O)NC2CCCCCC2)cc1	1	11	-4	9	11	-3	-12	-5	9	29	-3
CCOC(=O)c1c(NC(=O)c2ccc(S(=O)(=O)N(C)CC3CCCO3)cc2)sc2c1CCN(C)C2 (configuration not stated)	-1	-2	-9	-20	26	1	-4	1	-7	18	9
O=C(c1ccc2c(c1)OCO2)N1CCC(Cc2ccccc2)CC1	-4	-1	-4	-19	-7	7	-12	-6	39	9	6
O=C(Cc1ccccc1[N+](=O)[O-])OCC(=O)c1ccccc1Br	·	-11	-4	-20	-1	-12	-2	7	-9	-7	8
O=C(NC(Cc1ccccc1)C(=O)O)c1ccc(S(=O)(=O)N2CCCCC2)cc1 (configuration not stated)	-3	10	-5	18	0	0	13	5	2	-18	-3
Cc1nc(N2CCC(C(N)=O)CC2)c2nnn(Cc3ccccc3)c2n1	-4	10	-9	-32	9	3	-17	-4	-18	2	8
Cc1onc(-c2c(Cl)cccc2Cl)c1C(=O)N1C=CC(C(F)(F)F)=NCC1	1	8	-4	-14	-5	4	2	-3	-7	-5	8
O=C(O)CCNS(=O)(=O)c1ccccc1C(F)(F)F	0	0	-7	-35	16	1	1	7	-4	-3	-1
O=C(Nc1ccc(Oc2ccc(NC(=O)C3CCCO3)cc2)cc1)C1CCCO1 (configuration not stated)	-1	17	·	-3	-21	2	16	4	-4	6	-5
O=C(N/N=C/c1ccc(-c2cccc([N+](=O)[O-])c2)o1)c1ccc([N+](=O)[O-])cc1	1	-13	0	5	-97	-4	-5	2	-37	0	1
CC(C)(C)C(=O)NC(NC(=O)C(C)(C)C)c1ccc([N+](=O)[O-])cc1	-2	24	-6	-38	3	-1	1	-8	4	15	-5
CC(C)(O)C#Cc1ccc(CN2CCN(Cc3ccccc3)C(CCO)C2)s1 (configuration not stated)	-1	10	-7	-14	8	3	-4	-9	-44	15	10
CCn1c(Nc2ccccc2Cl)nc2ccccc21	-2	-56	3	9	-15	19	-5	-1	-8	-8	-7
CCOc1ccc(N(CC(=O)NCCc2ccccc2)C(=O)CCC(=O)Nc2nccs2)cc1	-1	8	-4	-5	6	-5	-7	6	-34	9	9
O=C(O)c1cc(-c2ccccc2Cl)n(-c2ccccc2)n1	1	15	-5	-10	-5	5	-7	4	4	4	-4
Cc1ccc(NC(=O)Nc2c(C)n(C)n(-c3ccccc3)c2=O)cc1	1	17	-14	-24	2	-2	·	1	-12	-2	10
C=C1CCN([C@@H](C)C(=O)NCCCCCC)S(=O)(=O)c2ccccc21	4	-4	-11	12	2	4	·	0	-51	-3	7
O=C(COC(=O)c1ccc(Br)o1)NCC1CCCO1 (configuration not stated)	2	-13	-8	7	-13	7	-7	-10	10	2	9
CCOC(=O)N1CCC2CC1c1cc(Cl)ccc12 (configuration not stated)	·	12	-6	-49	-24	-2	-3	8	-16	-5	-4
COCCN1C(=O)N[C@@H](c2ccccc2)[C@@H](C(=O)OC)[C@H]1C	3	5	-10	-41	-1	-3	-3	-8	20	-10	1

Screening results (PubChem)
